Compound activity (PubChem)
APEX1 inh = blocks human APE1 abasic DNA cleavage. P27695. recombinant APE1, TAMRA/BHQ-2 abasic DNA cleavage fluorescence. Potency, µM (highest dose often 65.8 µM), inactives show at the top dose activity change, negative = inhibition, actives largely listed as inhibitors. 350,000 compounds, 0.35% hits;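 also: potency is read from the fitted curve at half-maximal effect; plate controls were vehicle for no effect and reference inhibitor for full effect; nearly all actives have a fitted effect of over 55% in size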
Target sequence (P27695 whole entry, looked up): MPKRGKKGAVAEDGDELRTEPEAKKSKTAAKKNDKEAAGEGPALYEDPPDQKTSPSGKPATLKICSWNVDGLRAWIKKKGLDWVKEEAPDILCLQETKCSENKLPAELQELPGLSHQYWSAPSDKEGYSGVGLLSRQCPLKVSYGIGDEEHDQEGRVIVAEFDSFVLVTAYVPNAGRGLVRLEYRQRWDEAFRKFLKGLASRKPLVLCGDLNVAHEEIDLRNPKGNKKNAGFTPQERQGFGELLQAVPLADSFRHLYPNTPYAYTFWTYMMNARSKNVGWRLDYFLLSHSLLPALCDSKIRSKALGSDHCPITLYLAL
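Readout is kinetic fluorescence (ex 525, em 598 nm) from cleavage of 50 nM TAMRA/BHQ-2 THF abasic duplex by 0.75 nM APE1, compound added 15 min beforehand at RT.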
POLB inh = blocks human DNA polymerase beta activity | P06746 | Pol beta primer extension/strand displacement, fluorescence kinetic | Potency, µM (doses to about 114 µM), for the others: at the top dose activity change, negative = inhibition, actives largely listed as inhibitors | 340,000 compounds, 1.3% hits | AID 485314; also: potency is read from the fitted curve at half-maximal effect; % is scaled to controls: 0 for no effect and ±100 for the full control effect
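10 nM enzyme + cpd, 15 min RT; start with substrate 50 nM final; read 0 min and after 10 min RT. Corrected, normalized data; 4-parameter Hill curve fit.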
LDHA block = blocks human lactate dehydrogenase A. purified LDHA, NADH/diaphorase-resazurin fluorescence; hits give low values. activity change, % (values are at about 110 or 230 µM). 480,000 compounds, 0.15% hits; in the data active = activity change below about -30%; inconclusive = mostly about -25% to -30%;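 also: plate controls were DMSO wells for no effect and wells without enzyme for full effect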
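Human LDH5 (2 nM) was incubated with 0.06 mM NADH and 0.2 mM pyruvate for 5 min at room temperature in Tris pH 7.4. Remaining NADH was coupled through diaphorase/resazurin, and resorufin fluorescence was read at 0 and 20 min.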
Pol eta inh = blocks human DNA polymerase eta activity. recombinant Pol eta, fluorescent DNA replication assay. Potency, µM (series often up to 114 µM), for the others: top-dose activity change, negative = inhibition, hits mostly inhibitors. Q9Y253. AID 588591. 390,000 compounds, 1.2% hits; also: potency is read from the fitted curve at half-maximal effect; % is scaled to controls: 0 for no effect and ±100 for the full control effect
Target sequence (Q9Y253 whole entry, looked up): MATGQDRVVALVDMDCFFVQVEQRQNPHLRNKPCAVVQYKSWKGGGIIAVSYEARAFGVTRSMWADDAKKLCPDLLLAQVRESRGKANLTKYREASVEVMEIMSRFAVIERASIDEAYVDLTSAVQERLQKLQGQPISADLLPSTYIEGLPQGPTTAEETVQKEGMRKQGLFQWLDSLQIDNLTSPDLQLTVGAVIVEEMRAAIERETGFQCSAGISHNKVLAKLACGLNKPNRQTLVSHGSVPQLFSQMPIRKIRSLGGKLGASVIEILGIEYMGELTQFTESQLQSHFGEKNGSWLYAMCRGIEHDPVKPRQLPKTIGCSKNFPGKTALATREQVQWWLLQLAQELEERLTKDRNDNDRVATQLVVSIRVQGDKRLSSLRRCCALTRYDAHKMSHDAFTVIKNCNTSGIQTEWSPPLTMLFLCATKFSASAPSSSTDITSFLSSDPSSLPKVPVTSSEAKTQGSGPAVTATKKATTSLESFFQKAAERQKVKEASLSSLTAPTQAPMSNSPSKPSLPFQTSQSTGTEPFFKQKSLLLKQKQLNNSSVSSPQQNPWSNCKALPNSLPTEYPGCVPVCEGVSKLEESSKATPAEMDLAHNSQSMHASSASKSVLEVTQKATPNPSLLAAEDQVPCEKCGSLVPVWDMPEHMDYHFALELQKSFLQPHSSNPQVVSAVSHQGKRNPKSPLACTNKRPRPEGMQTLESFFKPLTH
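Fluorescent replication assay: 50 nM final substrate added after a 15 min room-temperature compound preincubation with 10 nM enzyme. Signal taken at 0 min and again at 10 min.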
POLI inh = blocks human DNA polymerase iota activity. Q9UNA4. Pol iota fluorescent replication assay, 10 min. Potency, µM (top dose mostly 115 µM), for the others: at the top dose activity, negative = inhibition, hits mostly inhibitors. 390,000 compounds, 1% hits. AID 588590; also: potency is read from the fitted curve at half-maximal effect
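Pol iota at 10 nM preincubated 15 min with compounds at room temperature; reaction started with fluorescent substrate, 50 nM final. Fluorescence read kinetically at 0 and 10 min; buffer-only wells as negative control.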
BLM inh = inhibitors of human Bloom syndrome helicase BLM | P54132 | recombinant BLM DNA unwinding, fluorescence dequenching | Potency, µM (series often up to 56.1 µM), inactives show at the highest dose activity change, negative = inhibition, hits mostly inhibitors | 350,000 compounds, 0.2% hits | AID 2528;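 also: potency is read from the fitted curve at half-maximal effect; plate controls were vehicle for no effect and no enzyme for full effect; nearly all actives have a fitted effect of over 35% in size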
Apoferritin bind = binds horse apoferritin like a general anesthetic; apoferritin/1-aminoanthracene competitive binding, fluorescence; P02791; Potency, µM (titrated, usually from 77.5 µM), for inactives: at the highest dose activity change, negative = displacement, most hits filed as inhibitors; 350,000 compounds, 0.074% hits; also: potency is read from the fitted curve at half-maximal effect; % is scaled to controls: 0 for no effect and ±100 for the full control effect; nearly all actives have a fitted effect of over 20% in size
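Apoferritin-based anesthetic binding model; compound displacement of fluorescent 1-AMA measured as endpoint fluorescence after 10 minutes at room temperature, scaled to free-ligand and complex controls.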
Glioma ERSR ind = inducers of ER stress response in human glioma cells. U87-MG GRP78 promoter luciferase reporter, 16 h. Potency, µM, without a hit: top-dose activation, hits mostly activators. 420,000 compounds, 0.02% hits; also: potency is read from the fitted curve at half-maximal effect; series mostly up to about 76 µM; % of control where 0% means no effect; nearly all actives have a fitted effect of over 35% in size
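Stably transfected U87-MG glioma cells carrying a GRP78-based luciferase sensor; 16 h compound incubation. Luminescence end-point read 10 min after Bright-Glo addition at room temperature.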
POLK inh = blocks human DNA polymerase kappa activity | Potency, µM (top dose mostly 107 µM), for inactives: at the highest dose activity, negative = inhibition, usual class: inhibitors | AID 588579 | 400,000 compounds, 0.53% hits | purified Pol kappa, fluorescent DNA synthesis assay, 10 min | Q9UBT6; also: potency is read from the fitted curve at half-maximal effect; % is scaled to controls: 0 for no effect and ±100 for the full control effect
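Pol kappa 10 nM + cpd, 15 min RT; start w/ substrate 50 nM final; fluorescence kinetic read, 0 and 10 min. Neg ctrl: buffer, no enzyme.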
* = called active by the depositor; ? = inconclusive; · = not tested or not shown; & = joins results of further samples; [ ] = remark or other dose. Unless noted, calls follow the shape of the dose curve; as a rule, active = well fitted curve in the direction sought with a large enough effect; inconclusive = small, poorly fitted or top-dose-only effect, or another doubt; inactive = no such curve, though single readings can be large; an effect the other way counts as inactive or inconclusive.

SMILES	APEX1 inh	POLB inh	LDHA block	Pol eta inh	POLI inh	BLM inh	Apoferritin bind	Glioma ERSR ind	POLK inh
CCOC(=O)N1CCC(NC(=O)CSCc2nc(-c3ccc(OC)cc3)oc2C)CC1	14%	23%	0	-14%	40%[activator]	-1%	-3%	4%	-10%
CCCOc1ccc(-c2nc(N3CCC(C)CC3)c3ccccc3n2)cc1	·	17%	-10	-12%	-23%	-4%	-14%	-2%	-4%
COc1ccc(C(C)=O)cc1CC(=O)Nc1ccccc1-c1ccccc1	11%	3%	0	-9%	4%	0%	-8%	-3%	7%
C(=Nc1ccc2ccccc2n1)c1cccnc1	·	·	-1	·	20%	·	·	3%	-24%
Cc1cc(NC(=O)CSc2nnc(C(C)N(C)C)n2Cc2ccccc2)no1 (stereo unspecified)	-4%	-5%	-1	-2%	1%	0%	-12%	-4%	-22%
COc1cccc(N/C(SCc2ccccc2F)=C(/C#N)C(=O)NCc2cccs2)c1	2%	-3%	-4	-13%	1%	-4%	-9%	-3%	-7%
CC1CCCN(C(=O)c2ccc3c(c2)C(=O)N(CCC2=CCCCC2)C3=O)C1 (stereo unspecified)	?	-15%	-5	-14%	-7%	-5%	?	-1%	-8%
CN(CC(=O)Nc1ccccc1Cl)C(=O)CSc1nncn1C	6%	·	-2	-9%	43%[activator]	·	·	-3%	-4%
COc1cccc(S(=O)(=O)Nc2ccc(C(=O)N3CCOCC3)cc2)c1	2%	3%	-3	-17%	21%	0%	3%	-4%	-1%
COc1ccc(C2=CSC3=C(C(=O)c4cccc(S(=O)(=O)N(C)C)c4)CCN23)cc1	2%	8%	1	-18%	15%	-2%	-13%	-3%	-9%
Nn1c(Cc2ccccc2F)nnc1SCn1nnc2ccccc2c1=O	6%	4%	6	-8%	19%	0%	-10%	0%	-2%
Cc1nc(C)c(C(=O)NNC(=O)Nc2ccc(Cl)cc2)s1	20%	-4%	4	-10%	21%	0%	1%	-1%	6%
O=C(Nc1ccc2oc(-c3cccnc3)nc2c1)c1cccc(Br)c1	·	?	0&-11	-11%	24%	-10%	-3%	4%	0%
N[C@H](C(=O)O)c1ccc(O)c(C(=O)O)c1	?	·	·	·	·	0%	17%	-1%&0%	4%&-10%[19.4 µM]
O=C(Nc1cccc(S(=O)(=O)NC2=NCCC2)c1)c1ccc(OC(F)F)cc1	19%	·	-2	2%	-11%	·	·	-4%	-6%
O=C(CCN1C(=O)c2cccc3cccc(c23)C1=O)Nc1ccon1	3%	1%	-10	-16%	24%	-4%	-5%	-3%	-25%
O=C(Nc1ccc(S(=O)(=O)N2CCOCC2)cc1)c1cc([N+](=O)[O-])ccc1Cl	7%	20%	-1	-11%	9%	-9%	?	?	7%
CCc1ccccc1NC(=O)c1sc2nc3n(c(=O)c2c1C)CCC3	·	-17%	0	-9%	-7%	-8%	33%[activator]	-1%	-20%
CCc1ccc(/C=C2/C(=O)N(C)C(=S)N2CC(=O)OC)s1	-1%	10%	-1	-6%	26%	-4%	?	-4%	-7%[60.1 µM]
Cn1c(=O)c2c(nc(Oc3ccccc3)n2C)n(C)c1=O	-3%&-5%	35%&-3%	-3	-13%	0%	-5%&-3%	-5%&-5%	-5%	5%
O=[N+]([O-])c1cccnc1N1CCC(c2cc(-c3ccc(Cl)cc3)n[nH]2)CC1	-1%	?	-1	-19%	27%	-15%	?	-1%	-33%
Cc1ccc(CNC(=O)Cn2cc(C(=O)c3ccc(F)cc3)c(=O)c3ccc(C)nc32)cc1	·	-17%	-4	6%	-18%	2%	-13%	-2%	-8%
COc1ccc(CNC(=O)C(=O)NCCCn2ccnc2)cc1	7%	-1%	-3	-9%	25%	1%	-10%	0%	-3%
O=c1c(O)c(-c2ccc(O)c(O)c2)oc2ccccc12	?	·	·	·	·	-9%	·	-3%	0.35µM*
Cc1cc(C)nc(SCCN2CCOCC2)n1	1%	3%	-6	-11%	8%	-7%	-16%	-2%	7%
CC1CC1C(=O)OCC(=O)c1c(N)n(C)c(=O)n(C)c1=O (stereo unspecified)	-3%	4%	-3	9%	32%	-7%	-2%	-2%	3%
CCOc1ccccc1NC(=O)c1c(NCc2sccc2C)sc2c1CCCCC2	·	-15%	9	-23%	8%	-6%	-11%	5%	-14%[60.1 µM]
Cc1nn2c(N)c(-c3ccccc3)cnc2c1-c1ccccc1	30%	16%	-6	-14%	165%[activator]	-4%	0%	-2%	2%
O=C(NCC(=O)N1CCCCCC1)c1ccc(Br)cc1	10%	-3%	-1	-17%	44%[activator]	1%	-15%	3%	-8%
C/C(=N/NC(=O)OC(C)(C)C)c1ccco1	18%	-13%	-2	-21%	26%	1%	-7%	0%	-20%
Cc1nc2c3ccccc3nc(NNC(=O)CCC(=O)N3CCCC(C)C3)n2n1 (stereo unspecified)	27%	1%	-2	-10%	2%	-2%	-14%	-4%	-3%
COc1cc(CCC(=O)Nc2cccc(S(=O)(=O)N(C)C)c2)cc(OC)c1OC	2%	31%	-24	-6%	21%	-10%	-12%	2%	-7%
O=C(CSc1ncc(-c2ccc(F)cc2)[nH]1)NCc1ccco1	-6%	-10%	0	5%	-30%	-4%	-19%	3%	-6%[60.1 µM]
COc1ccc(NC(=O)N2CCN(S(C)(=O)=O)CC2)c(OC)c1	3%	-11%	-5	-17%	77%[activator]	-3%	-6%	0%	2%
Cc1ccc(C(=O)c2ccccc2C(=O)OCC(=O)N2CCCC2)cc1	13%	·	-10	-11%	17%	·	·	3%	-21%
O=C(NCCS(=O)(=O)N1CCN(c2cccc(Cl)c2)CC1)C(c1ccccc1)c1ccccc1	·	1%	-1	3%	11%	-8%	53%[activator]	-2%	-6%[60.1 µM]
CCOC(=O)N1CCC(N2CCN(S(=O)(=O)c3ccc(Cl)cc3)CC2)CC1	1%	4%	-16	-12%	-7%	-14%	-15%	-3%	-3%
CCc1nnc(NC(=O)C2CCCN2S(=O)(=O)c2ccc(C)cc2)s1 (stereo unspecified)	6%	0%	-2	7%	-1%	-2%	-3%	-6%	-4%
O=C(CNC(=O)c1cccs1)N/N=C/c1cccc(Br)c1	-14%	?	-2	-9%	5%	-2%	?	0%	-3%
Cc1cccc(NC(=O)Cc2csc(COc3cccc(C)c3)n2)c1	·	-2%	-12	-11%	31%[activator]	-13%	?	-1%	-24%
O=C(NNC(=S)Nc1ccc(Cl)cc1Cl)c1cccnc1	26%	·	-2	-19%	28%	·	·	-3%	-2%
CCOC(=O)CN1C(=O)C(O)=C(C(C)=O)C1c1ccc([N+](=O)[O-])cc1 (stereo unspecified)	-1%	5%	1	-17%	6%	-2%	-6%	-3%	-14%
COC(=O)c1c(NC(=O)COc2ccc(Cl)cc2C)sc2c1CCCCC2	·	0%	-10	-14%	2%	-3%	41%[activator]	-5%	-17%
O=C(Nc1c(C(=O)c2ccc(F)cc2)oc2ccccc12)c1cc(-c2ccccc2)on1	·	4%	-1	-4%	24%	-3%	144%[activator]	-1%	-6%
COc1ccc(CN2CCN(C(C)C)C(CCO)C2)cc1Cn1cccn1 (stereo unspecified)	6%	40%	0	6%	18%	2%	-5%	-1%	-15%
Cc1cccc(NC(=O)C2c3ccccc3C(=O)N3CCc4ccccc4C23)n1 (stereo unspecified)	-3%	-1%	-4	-9%	39%[activator]	-4%	-15%	-6%	-3%
CC1=C(C(=O)Nc2cccc(C(=O)NC3CCCC(C)C3C)c2)SCCO1 (stereo unspecified)	5%	16%	-12	-23%	53%[activator]	-2%	?	-2%	-9%

Gathered by group: those above with an aryl methoxy group.
SMILES	APEX1 inh	POLB inh	LDHA block	Pol eta inh	POLI inh	BLM inh	Apoferritin bind	Glioma ERSR ind	POLK inh
CCOC(=O)N1CCC(NC(=O)CSCc2nc(-c3ccc(OC)cc3)oc2C)CC1	14%	23%	0	-14%	40%[activator]	-1%	-3%	4%	-10%
COc1ccc(C(C)=O)cc1CC(=O)Nc1ccccc1-c1ccccc1	11%	3%	0	-9%	4%	0%	-8%	-3%	7%
COc1cccc(N/C(SCc2ccccc2F)=C(/C#N)C(=O)NCc2cccs2)c1	2%	-3%	-4	-13%	1%	-4%	-9%	-3%	-7%
COc1cccc(S(=O)(=O)Nc2ccc(C(=O)N3CCOCC3)cc2)c1	2%	3%	-3	-17%	21%	0%	3%	-4%	-1%
COc1ccc(C2=CSC3=C(C(=O)c4cccc(S(=O)(=O)N(C)C)c4)CCN23)cc1	2%	8%	1	-18%	15%	-2%	-13%	-3%	-9%
COc1ccc(CNC(=O)C(=O)NCCCn2ccnc2)cc1	7%	-1%	-3	-9%	25%	1%	-10%	0%	-3%
COc1cc(CCC(=O)Nc2cccc(S(=O)(=O)N(C)C)c2)cc(OC)c1OC	2%	31%	-24	-6%	21%	-10%	-12%	2%	-7%
COc1ccc(NC(=O)N2CCN(S(C)(=O)=O)CC2)c(OC)c1	3%	-11%	-5	-17%	77%[activator]	-3%	-6%	0%	2%
COc1ccc(CN2CCN(C(C)C)C(CCO)C2)cc1Cn1cccn1 (stereo unspecified)	6%	40%	0	6%	18%	2%	-5%	-1%	-15%

Some of the compounds tested; rates above refer to the full screens.
